High-throughput results from PubChem BioAssay.
ATXN2 expr inh – reduces ATXN2 reporter expression in HEK-293 cells | Potency, µM (doses to about 57 µM), without a hit: top-dose activity change, negative = inhibition, usual class: inhibitors | AID 1745845 | HEK-293 ATXN2-luciferase reporter, luminescence, 24 h | 360,000 compounds, 0.72% hits; further: on the % scale 0 is the no-effect control and ±100 the full control effect; nearly all actives have a fitted effect of over 55% in size
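qHTS (up to 57 uM final) was run with 24 h compound exposure of reporter cells at 37 °C. Each well was multiplexed: SteadyGlo luminescence measured ATXN2-luciferase expression after a fluorogenic Gly-Phe-AFC viability readout (25 uM final).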
Nrf2 activator – activates Nrf2 signaling; AREc32 ARE-luciferase reporter (MCF7-derived line), luminescence, 24 h; Potency, µM (series often up to 46.1 µM), inactives show at the highest dose activation, usual class: activators; 410,000 compounds, 0.31% hits; AID 624171; further: % of control where 0% means no effect; nearly all actives have a fitted effect of over 65% in size
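Luminescent ARE reporter assay in AREc32_Fluc cells: overnight plating at 37 deg C, 24 hr compound incubation, Steady-Glo added, 30 min RT before reading.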
MCF10A rereplic – DNA re-replication induction in MCF 10a cells | MCF 10A DNA re-replication, Hoechst nuclear intensity, 48 h | Potency, µM (series often up to 46.1 µM), inactives show at the top dose activity, positive = re-replication, most hits filed as activators | 350,000 compounds, 2.9% hits | AID 624296; further: % of control where 0% means no effect; nearly all actives have a fitted effect of over 50% in size
A549 tox – kills or reduces viability of A549 cells in Nrf2 counter-screen | A549 ARE-Fluc cells, CellTiter-Fluor viability, 18-24 h | Potency, µM (top dose mostly 46 µM), for inactives: at the highest dose activity change, negative = cytotoxicity, hits mostly inhibitors | 390,000 compounds, 0.16% hits; further: on the % scale 0 is the no-effect control and ±100 the full control effect
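Cytotoxicity counterscreen: CellTiter-Fluor fluorescence was measured in A549 ARE_Fluc cells after 18-24 h of compound exposure in a concentration series. The subsequent BugLite luminescent read reports ARE-luciferase activity.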
Nrf2 inh – Nrf2 pathway inhibition; AID 504444; Potency, µM (titrated, usually from 46 µM), inactives show at the highest dose activity change, negative = inhibition, most hits filed as inhibitors; A549 ARE-Fluc reporter, luciferase luminescence, 18-24 h; 360,000 compounds, 2.1% hits; further: on the % scale 0 is the no-effect control and ±100 the full control effect; nearly all actives have a fitted effect of over 60% in size
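Concentration-response testing used A549 ARE_Fluc cells at 5000 cells/well. Following an 18-24 h compound incubation, viability was read by fluorescence (Ex 405/Em 525) and luciferase output by luminescence.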
EPAC2 antagonist – blocks human EPAC2 exchange factor; Q8WZA2; EPAC2 GEF exchange of Rap1B-BODIPY-GDP, fluorescence; Potency, µM (series often up to 114 µM), inactives show at the top dose activity, negative = inhibition, most hits filed as inhibitors; 360,000 compounds, 0.18% hits; further: on the % scale 0 is the no-effect control and ±100 the full control effect; nearly all actives have a fitted effect of over 45% in size; many of its hits are not listed in these tables
Target sequence (Q8WZA2 whole entry, looked up): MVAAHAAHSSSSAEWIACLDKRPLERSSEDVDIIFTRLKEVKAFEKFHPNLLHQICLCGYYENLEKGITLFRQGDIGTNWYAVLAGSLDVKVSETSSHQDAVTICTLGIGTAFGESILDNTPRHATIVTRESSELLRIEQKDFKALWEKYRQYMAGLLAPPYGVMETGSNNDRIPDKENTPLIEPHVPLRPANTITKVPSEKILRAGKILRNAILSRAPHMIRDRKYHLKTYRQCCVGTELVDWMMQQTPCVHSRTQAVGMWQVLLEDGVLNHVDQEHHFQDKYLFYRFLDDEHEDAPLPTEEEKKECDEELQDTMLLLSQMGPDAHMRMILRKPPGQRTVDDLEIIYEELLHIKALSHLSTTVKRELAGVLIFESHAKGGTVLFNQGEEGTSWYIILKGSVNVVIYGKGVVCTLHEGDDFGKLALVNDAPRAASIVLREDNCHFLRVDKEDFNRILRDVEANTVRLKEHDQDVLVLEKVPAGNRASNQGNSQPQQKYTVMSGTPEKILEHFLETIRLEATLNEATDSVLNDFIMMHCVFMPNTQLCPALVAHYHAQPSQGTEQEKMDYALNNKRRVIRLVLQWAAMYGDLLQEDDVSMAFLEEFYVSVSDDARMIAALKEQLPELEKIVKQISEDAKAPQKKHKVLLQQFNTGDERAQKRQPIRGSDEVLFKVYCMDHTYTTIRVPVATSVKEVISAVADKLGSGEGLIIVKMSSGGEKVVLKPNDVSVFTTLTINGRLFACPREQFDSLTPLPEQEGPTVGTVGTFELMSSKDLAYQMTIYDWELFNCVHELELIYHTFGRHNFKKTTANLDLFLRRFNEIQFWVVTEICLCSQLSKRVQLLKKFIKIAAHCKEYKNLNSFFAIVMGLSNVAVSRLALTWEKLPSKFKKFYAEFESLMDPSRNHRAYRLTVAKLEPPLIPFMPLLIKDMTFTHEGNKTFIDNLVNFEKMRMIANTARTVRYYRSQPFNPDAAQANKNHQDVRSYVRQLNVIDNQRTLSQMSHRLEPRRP
ATXN viability – viability counter-screen for ATXN expression inhibitors. S2 cells (HEK-293 line with an ATXN2-luciferase reporter) viability, CellTiter-Fluor protease fluorescence, 24 h. Potency, µM (highest dose often 56.7 µM), actives largely listed as cytotoxic. 400,000 compounds, 0.49% hits; further: nearly all actives have a fitted effect of over 40% in size
TGFb SMAD3 inh – TGF-b pathway inhibition. HepG2 CAGA-GFP TGF-b/SMAD3 reporter, GFP fluorescence, 18 h; TGF-beta stimulated, 500 pg/mL final. Potency, µM (top dose mostly 46.1 µM), for the others: at the highest dose activity, negative = inhibition, actives largely listed as inhibitors. 410,000 compounds, 1.2% hits. AID 588855; further: on the % scale 0 is the no-effect control and ±100 the full control effect; nearly all actives have a fitted effect of over 65% in size
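Read-out: total well GFP (ex488/em500-530) summed from mean per-cell fluorescence. Cells: HEPG2 CAGA-GFP, 1% FBS DMEM, 18 h at 37 degrees C with 500 pg/mL final TGF-beta. Unstimulated wells served as the full-inhibition control; stimulated DMSO wells = 0%.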
HepG2 tox – counter-screen for TGF-b inhibitors: cytotoxicity in HepG2 cells; AID 588856; 410,000 compounds, 0.76% hits; HepG2 CAGA-GFP viability, ATP luminescence, 18 h; Potency, µM (highest dose often 46.1 µM), for the others: at the highest dose activity change, negative = cytotoxicity, most hits filed as cytotoxic; further: some results filed as inactive show a strong effect at the top dose
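HepG2 CAGA-GFP cells (1000/well, DMEM with 1% FBS) received compound, then TGF-beta at 500 pg/mL final, and were incubated 18 hours at 37 degrees C. Viability was read by CellTiter-Glo luminescence. Media-only wells were set as complete cell-killing and DMSO as no toxicity.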
Active calls of the source: *; i = inactive; ? = inconclusive; . = not tested or not shown; & = joins results of further samples; [ ] = another dose, or the depositor's remark. The call rests on the fitted dose curve; in most records, active means well fitted curve in the direction sought with a large enough effect; inconclusive means small, poorly fitted or top-dose-only effect, or another doubt; inactive means no such curve, though single readings can be large; an effect the other way counts as inactive or inconclusive. Potency means the concentration at half of the fitted maximal effect. An excerpt (hit frequency here may not be typical).

SMILES	ATXN2 expr inh	Nrf2 activator	MCF10A rereplic	A549 tox	Nrf2 inh	EPAC2 antagonist	ATXN viability	TGFb SMAD3 inh	HepG2 tox
CCOC(=O)C1=C(C)NC(=S)N(C(C)=O)C1c1ccccc1 (centres undefined)	-20%	0.1%	?	-8%	?	-2%	i	-37%	-24%
CCCCn1c(N)c(Sc2ccc(Cl)cc2)c(=O)[nH]c1=O	0%	2.9%	0%	-14%	-8%	7%	i	?	-20%
CC(C)C1Cc2c(sc3[nH]c(=S)n(Cc4ccccc4)c(=O)c23)CO1 (centres undefined)	?	-1.0%	?	?	16µM*	-4%	i	3%	-49%
C=CCNC(=O)CSc1nc2sc3c(c2c(=O)n1CCC)CCC3	-5%	0.4%	1%	0%	-11%	4%	i	-7%	-9%
O=C(Nc1nc2ccccc2s1)C1CC(=O)N(c2ccc(F)cc2)C1 (centres undefined)	-13%	0.6%	30%	0%	-27%	-6%	i	-2%	-9%
O=C(NC1C2CC3CC(C2)CC1C3)c1ccc2c(c1)OCO2 (centres undefined)	8%	2.1%	-1%	-12%	1%	-4%	i	-4%	16%
O=C(CSc1nnc(-c2ccccn2)n1Cc1ccco1)c1ccc(Cl)cc1	-10%	-0.6%	2%	15%	-8%	-7%[57.1 µM]	i	-13%	-23%
O=C(COc1ccc(Cl)cc1Cl)N1CCN(C(=O)c2ccco2)CC1	-11%	0.0%	-1%	2%	?	1%	i	?	10%
C=CCSc1nc2[nH]ncc2c(=O)[nH]1	8%	0.0%	2%	3%	-10%	5%	i	-10%	-23%
N#Cc1c(-c2ccccc2)c(-c2ccccc2)nn(CC(=O)NNC(=O)Nc2ccc(Cl)c(Cl)c2)c1=O	?	0.7%	?	?	?	-3%	?	?	-109%
CCOC(=O)c1ccc(NC(=O)CSCc2ccco2)cc1	26%	?	?	3%	6%	7%	i	-4%	-33%
O=C(NCc1cn(-c2ccccc2)nc1-c1ccccc1)c1cc([N+](=O)[O-])cc([N+](=O)[O-])c1	-19%	0.1%	0%	5%	.	-6%	i	1%	-6%
O=C(O)CCC(=O)N1CCN(c2ccc(C(=O)c3ccc(F)cc3)cc2)CC1	4%	0.5%	-1%	5%	.	18%	i	-3%	8%
CCCCCOc1ccccc1CN1C(=O)C(=O)c2cc(C)ccc21	.	0.0%	.	2%	3%	.	.	-7%	-18%
Cc1nnc(Nc2ccc(C(=O)O)cc2)[nH]c1=O	13%	2.8%	5%	7%	17%	0%	i	-9%	-13%
CC1CCN(CCCNC(=O)c2cc3c(=O)n(C)c4ccccc4c3n2C)CC1	-11%	?	15%	-19%	1%	6%	?	0%	-40%
CCS(=O)(=O)N1CCC(n2c(C)nc3cccnc32)CC1	5%	-0.1%	.	-12%	?	.	i	-9%	-12%
CC(C)(C)NCC(O)c1cc(O)cc(O)c1 (centres undefined)	-2%&7%	1.0%	6%&12%	-4%	?	-14%	i	5%	5%
CC(=O)Nc1cnc(-c2ccccc2C(F)(F)F)cn1	6%	-0.2%	.	.	.	-5%	i	-4%	12%
Cc1ccc(S(=O)(=O)N2CCC(NC(=O)c3cccc(F)c3)CC2)cc1	-11%	-0.5%	7%	1%	-7%	-4%	i	-29%	19%
CN(C)/C=N/S(=O)(=O)c1ccc(Cl)cc1	-10%	-0.5%	0%	-2%	5%	1%	?	-1%	-21%
O=C(NCCN1CCN(S(=O)(=O)c2ccccc2)CC1)C(=O)Nc1ccc(F)cc1	-16%	-0.2%	2%	1%	-1%	3%	i	-7%	-10%
O=C(c1ccccc1)N1CCC2(CC1)NCCc1[nH]cnc12	.	-0.4%	-6%	-7%	-5%	1%	i	-15%	-19%
COc1ccc(N2CCN(C(=O)CCc3ccccc3OC)CC2)cc1	.	0.2%	?	1%	4%	1%	i	36%[activator]	-6%
N#Cc1cccnc1N1CCN(C(=O)c2[nH]c(C(F)(F)F)nc2-c2ccccc2)CC1	15%	-0.7%	.	.	.	-3%	i	0%	-42%

2 entries picked at random from those above, as already listed:
SMILES	ATXN2 expr inh	Nrf2 activator	MCF10A rereplic	A549 tox	Nrf2 inh	EPAC2 antagonist	ATXN viability	TGFb SMAD3 inh	HepG2 tox
Cc1nnc(Nc2ccc(C(=O)O)cc2)[nH]c1=O	13%	2.8%	5%	7%	17%	0%	i	-9%	-13%
N#Cc1c(-c2ccccc2)c(-c2ccccc2)nn(CC(=O)NNC(=O)Nc2ccc(Cl)c(Cl)c2)c1=O	?	0.7%	?	?	?	-3%	?	?	-109%

3 compounds from above, ordered by the number in Nrf2 activator, rising:
Compound	Nrf2 activator	EPAC2 antagonist	TGFb SMAD3 inh
Cc1ccc(S(=O)(=O)N2CCC(NC(=O)c3cccc(F)c3)CC2)cc1	-0.5%	-4%	-29%
CCCCCOc1ccccc1CN1C(=O)C(=O)c2cc(C)ccc21	0.0%	.	-7%
CCCCn1c(N)c(Sc2ccc(Cl)cc2)c(=O)[nH]c1=O	2.9%	7%	?

Grouped by structure, those above with a CF3 group (two)
SMILES	ATXN2 expr inh	Nrf2 activator	MCF10A rereplic	A549 tox	Nrf2 inh	EPAC2 antagonist	ATXN viability	TGFb SMAD3 inh	HepG2 tox
CC(=O)Nc1cnc(-c2ccccc2C(F)(F)F)cn1	6%	-0.2%	.	.	.	-5%	i	-4%	12%
N#Cc1cccnc1N1CCN(C(=O)c2[nH]c(C(F)(F)F)nc2-c2ccccc2)CC1	15%	-0.7%	.	.	.	-3%	i	0%	-42%

The listing picks up, starting 2 compounds before the break.
SMILES	ATXN2 expr inh	Nrf2 activator	MCF10A rereplic	A549 tox	Nrf2 inh	EPAC2 antagonist	ATXN viability	TGFb SMAD3 inh	HepG2 tox
COc1ccc(N2CCN(C(=O)CCc3ccccc3OC)CC2)cc1	.	0.2%	?	1%	4%	1%	i	36%[activator]	-6%
N#Cc1cccnc1N1CCN(C(=O)c2[nH]c(C(F)(F)F)nc2-c2ccccc2)CC1	15%	-0.7%	.	.	.	-3%	i	0%	-42%
O=C(N/N=C/c1ccc(OC(=O)c2cccs2)cc1)c1ccc(F)cc1	21%	3.6%	2%	2%	?	5%	i	?	-10%
O=C(CSc1nnc(Cc2ccccc2)o1)N1CCc2ccccc21	-8%	-0.6%	0%	8%	.	17%	i	?	6%
CC(=O)N1CCOc2ccc(S(=O)(=O)NCCc3ccccc3)cc21	4%	0.5%	1%	-15%	-15%	-10%	i	1%	-3%
CC(C)Oc1ccc(CNS(=O)(=O)c2cnc(N)nc2)cc1	.	0.2%	.	2%	.	.	.	3%	1%
CCCC(C)C(=O)Nc1cc([N+](=O)[O-])ccc1Cl (centres undefined)	1%	0.1%	0%	-22%	-19%	1%	i	3%	2%
C[C@H](CO)N1C[C@H](C)[C@@H](CN(C)Cc2ccc(-c3ccccc3)cc2)OCc2cnnn2CCCC1=O	4%	-0.2%	.	.	.	-9%	i	-13%	-14%
O=C(/C=C/c1ccc(Cl)cc1)N1CCN(c2c(Cl)cccc2[N+](=O)[O-])CC1	-13%	-0.5%	22%	-4%	?	0%	?	?	4%
CC1Cc2ccccc2N1C(=S)NC1CCCC1 (centres undefined)	1%	0.2%	0%	-8%	-15%	-23%	i	-16%	1%
CCOC(=O)c1c(N=CN(C)C)c(C#N)n2c1CCC2	2%	2.9%	2%	-2%	-6%	5%	?	-7%	-8%
CCC1CCCCN1C(=O)CSc1nc2ncccc2[nH]1 (centres undefined)	.	0.5%	-5%	-27%	3%	7%	i	2%	9%
CCNc1c(NS(=O)(=O)c2ccc(C3CCCCC3)cc2)c(=O)oc2ccccc12	-8%	1.4%	-1%	1%	?	?	i	-2%	-15%
CCP(=O)(CC)c1cccc(N)c1	5%	-0.3%	-3%	2%	23%	7%	i	?	6%
CSc1nncc(/C(C)=N\Nc2cccc(C)c2)n1	?	5.6%	3%	-4%	1%	14%	?	-11%	-15%
CCOc1cccc2sc(NC(=O)c3ccc(S(=O)(=O)N4CCCCC4C)cc3)nc12 (centres undefined)	.	0.0%	.	6%	.	.	.	-9%	0%
COc1ccc(-c2nc(N3CCCCCC3)sc2C(=O)c2ccccc2)cc1	6%	-0.4%	15µM*	-4%	?	-4%	i	?	-10%
CCc1ccc(OCC(=O)Nc2ncn[nH]2)cc1	-5%	-0.6%	-15%	9%	9%	13%	i	-25%	-8%
Cc1ccc(CNC(=O)c2ccc(CS(=O)Cc3ccccc3Cl)o2)cc1 (centres undefined)	-8%	-0.5%	13%	-6%	?	-8%	i	-7%	-3%
Nc1cnn(Cc2ccc(F)cc2)c1	-21%	0.1%	0%	0%	?	1%	i	16%	2%
O=C(CSc1ccccc1C(=O)O)Nc1ccc2c(c1)OCO2	10%	-0.9%	?	-2%	-8%	6%	i	-2%	12%
COc1ccc(NC(=O)CC2C(=O)NCCN2C(=O)c2ccccc2)cc1 (centres undefined)	-6%	0.1%	1%	2%	13%	9%	i	7%	-1%
O=C(c1cccs1)N1C[C@@H](n2cc(-c3ccc(F)cc3)nn2)[C@H](O)C[C@@H]1c1ccccc1	-13%	-0.2%	.	.	.	-9%	i	13%	2%
O=C(COc1ccc(F)cc1Cl)Nc1ccc(N2CCOCC2)cc1N1CCOCC1	-9%	0.2%	?	14%	-13%	-11%	i	46%[activator]	2%
CCCc1cc(=O)[nH]c(SCC(=O)Nc2ccc([N+](=O)[O-])cc2C#N)n1	-29%	24%	?	?	?	-11%	?	-8%	-12%
COc1cccc(-n2c(SCC(=O)Nc3ccc4c(c3)OCO4)nc3c([nH]c4ccccc43)c2=O)c1	1%	-0.3%	.	-25%	.	.	?	1%	-6%
CCOC(=O)[C@]12CCC=C1N(Cc1ccco1)C(=O)[C@H](CC(=O)NCCC(C)C)C2	6%	0.9%	.	.	.	1%	i	.	.
COc1ccc(OC)c(S(=O)(=O)NCC2CCCO2)c1 (centres undefined)	3%	-0.6%	2%	-15%	-17%	-2%	i	-5%	-7%
Cn1cnnc1SCC(=O)NC1CCCN(Cc2ccc(Cl)cc2)C1 (centres undefined)	-13%	-0.5%	0%	2%	3%	9%	i	0%	-32%
Cc1nn2c(N)c(C#N)cnc2c1-c1ccc(Cl)cc1	-17%	3.3%	-2%	-2%	7%	8%	i	1%	-10%
